Screening data: PubChem BioAssay, Southern Research Specialized Biocontainment Screening Center
NS5 inhibitors: Dengue-2 NS5 methyltransferase inhibitors, primary screen, biochemical, confirmation dose response (AID 588689). Dengue-2 NS5 methyltransferase capping enzyme assay, biochemical; higher % means a stronger effect. one-dose inhibition, % at 25 µM; IC50 in µM for titrated hits. 0.3% of 340,000 active; in the data active = a potency from the dose series
NS5 inhibitors pilot replicate: recorded beside NS5 inhibitors, whose call it bears; inhibition, %; measured here: pilot screen replicate inhibition
The depositor's hits bear a star. This is a subset. The share of hits here may be higher or lower than overall.

SMILES | NS5 inhibitors | others
CC[C@]12C(=O)N(C)C[C@H]([C@@H]3C(=O)N(C)C(=O)[C@@H]31)N2C(=O)c1ccc(F)cc1 | -6%
CCCCCOc1ccc(C(=O)OCC(=O)Nc2cc(C)on2)cc1 | 0%
Cc1ccc(S(=O)(=O)N2CC3(O)CN(C(=O)OC(C)C)N(C(=O)OC(C)C)CC3(OC(=O)NC3CCCC3)C2)cc1 (stereo unspecified) | -9%
O=C(CCS(=O)(=O)c1ccc(Cl)cc1)NC1CCCC1 | 1%
CCN(CC(=O)Nc1c(F)cccc1F)C(=O)CN1c2cccc3cccc(c23)S1(=O)=O | 1%
CSc1ncnc2c1ncn2CCCNCC1CCCO1 (stereo unspecified) | 1%
O=C(COC(=O)c1ccc2ncsc2c1)Nc1cccc(Cl)c1 | -9%
CN(C)C(=O)c1ccc(NC(=O)CC2SC(N3CCCC3)=NC2=O)cc1 (stereo unspecified) | -1%
O=C(Nc1ccc2c(c1)OCO2)[C@@H]1CCCN1S(=O)(=O)c1cccc2cccnc12 | 2%
Cc1cccc(-n2ncc3c(=O)[nH]c(SCC(=O)N4CC(=O)Nc5ccccc54)nc32)c1 | 2%
COc1ccccc1N1CCN(C(=O)C(C)NC(=O)c2ccco2)CC1 (stereo unspecified) | -2%
Cc1ccc(C(=O)Nc2cc(Cl)ccc2-n2cncn2)o1 | 1%
Cc1ccccc1CNC(=O)CCNS(=O)(=O)c1ccc(OC(F)(F)F)cc1 | 4%
CCOC(=O)c1cc(OC(C)=O)c2ccc(OC)c(OC)c2c1 | 4%
COCC(=O)Nc1ccc2c(c1)[C@@H]1C[C@H](CC(=O)NCc3ccccc3)O[C@@H](CO)[C@@H]1O2 | 1%
C/C=C/c1ccc(OCC(=O)OCC2=C(C(=O)OCC)C(C)NC(=O)N2)c(OC)c1 (stereo unspecified) | -1%
CC(=O)Nc1cccc(NC(=O)CSc2nnc3ccc(-c4ccncc4)nn23)c1 | -2%
COc1cccc(NC(=O)C2CCC2)c1 | 0%
CC(C)CC1C(=O)N(Cc2cn(CCC3OCCCO3)nn2)CCS(=O)(=O)N1Cc1ccc(-c2ccc(Cl)nc2)cc1 (stereo unspecified) | 9%
COc1ccc(CNC(=O)CC2C[C@H](C(=O)N3CCOCC3)[C@@]3(CCC4CCCC4)c4[nH]c5ccccc5c4CCN3C2=O)cc1OC (stereo partly specified) | -3% | NS5 inhibitors pilot replicate=3.4
CCN(CC(=O)Nc1cc(Cl)ccc1C)C(=O)C1CC(=O)N(Cc2ccccc2)C1 (stereo unspecified) | -2%
COc1ccc(CN(C)C[C@H]2OCCCC[C@@H](C)Oc3ccc(NS(C)(=O)=O)cc3C(=O)N([C@H](C)CO)C[C@@H]2C)cc1 | -4%
CN1OC[C@@H]2CN(C(=O)CCc3ccccc3)[C@H](c3cccc(Oc4ccccc4)c3)C[C@@H]21 | -3%
Cn1c(C=O)c(C#CC(C)(C)O)c2ccccc21 | -4%

Overlap with the part before: 5 compounds; new compounds follow.
SMILES | NS5 inhibitors | others
COc1ccc(CNC(=O)CC2C[C@H](C(=O)N3CCOCC3)[C@@]3(CCC4CCCC4)c4[nH]c5ccccc5c4CCN3C2=O)cc1OC (stereo partly specified) | -3% | NS5 inhibitors pilot replicate=3.4
CCN(CC(=O)Nc1cc(Cl)ccc1C)C(=O)C1CC(=O)N(Cc2ccccc2)C1 (stereo unspecified) | -2%
COc1ccc(CN(C)C[C@H]2OCCCC[C@@H](C)Oc3ccc(NS(C)(=O)=O)cc3C(=O)N([C@H](C)CO)C[C@@H]2C)cc1 | -4%
CN1OC[C@@H]2CN(C(=O)CCc3ccccc3)[C@H](c3cccc(Oc4ccccc4)c3)C[C@@H]21 | -3%
Cn1c(C=O)c(C#CC(C)(C)O)c2ccccc21 | -4%
COc1ccccc1C(=O)NCCC(=O)NCC1CCCCC1 | 8%
C[C@H]1CN([C@@H](C)CO)C(=O)c2cc(Br)cnc2O[C@@H]1CN(C)C(=O)NC1CCCCC1 | 2%
CCOC(=O)c1cc2c(c(-c3ccccc3)n1)[C@H](CCO)N(S(=O)(=O)C(C)(C)C)C2 | 5% | NS5 inhibitors pilot replicate=-2.1
CCOc1ccccc1N1C(=O)CC(Sc2ccccc2N)C1=O (stereo unspecified) | -6%
CCc1noc(C)c1C(=O)NNC(=O)COc1ccc(C)c(C)c1 | -3%
Cc1ccc(S(=O)(=O)N2CCOCC2)cc1C(=O)NCc1ccccc1CN1CCCC1 | 2%
O=C(CCCCCCCC(=O)N1CCCCCC1)N1CCCCCC1 | 4%
CC(=O)Nc1ccc(NC(=O)COC(=O)c2cc(S(=O)(=O)N(C)C)ccc2N2CCCC2)cc1 | -11%
Cc1csc(SCC(=O)N(C)CC(=O)Nc2ccccc2Cl)n1 | -1%
C[C@@H]1CN([C@@H](C)CO)C(=O)c2cc(Br)cnc2O[C@H]1CN(C)C(=O)C1CC1 | -1%
COc1ccc(-c2ccc3c(c2)C2CC3CCN2C(=O)C2CCCCC2)cc1 (stereo unspecified) | -1% | NS5 inhibitors pilot replicate=1.8
O=c1[nH]c(=S)[nH]c(O)c1/C=C1\C=Nc2ccccc21 | 28%

7 entries out of the list, arranged by SMILES length, descending.
SMILES | NS5 inhibitors | others
Cc1ccc(S(=O)(=O)N2CC3(O)CN(C(=O)OC(C)C)N(C(=O)OC(C)C)CC3(OC(=O)NC3CCCC3)C2)cc1 (stereo unspecified) | -9%
C/C=C/c1ccc(OCC(=O)OCC2=C(C(=O)OCC)C(C)NC(=O)N2)c(OC)c1 (stereo unspecified) | -1%
CN(C)C(=O)c1ccc(NC(=O)CC2SC(N3CCCC3)=NC2=O)cc1 (stereo unspecified) | -1%
O=c1[nH]c(=S)[nH]c(O)c1/C=C1\C=Nc2ccccc21 | 28%
CCc1noc(C)c1C(=O)NNC(=O)COc1ccc(C)c(C)c1 | -3%
CCCCCOc1ccc(C(=O)OCC(=O)Nc2cc(C)on2)cc1 | 0%
CCOc1ccccc1N1C(=O)CC(Sc2ccccc2N)C1=O (stereo unspecified) | -6%

Other results.
SMILES | NS5 inhibitors | others
CC(C)CC1NC(=O)c2cc3ccccc3cc2-n2c1nc1cc(Cl)ccc1c2=O (stereo unspecified) | -8%
CCOc1ccc(OCCC(=O)OCC(=O)NC2CCCC2)cc1 | -1%
O=C(COC(=O)/C=C/c1ccc(F)cc1)NC1CCCCCC1 | -4%
COc1ccc(CC(=O)Nc2ccc(C)c(S(=O)(=O)N3CCCCCC3)c2)cc1 | -4%
CC(C)N1CCC(=O)NC1=O | 6%
CCOC(=O)C1=CN(Cc2ccc(Br)cc2)S(=O)(=O)N(C)C1C (stereo unspecified) | -4% | NS5 inhibitors pilot replicate=-4.5
Cc1ccc(NC(=O)CN(C)C(=O)c2ccc(OCc3cn4ccccc4n3)cc2)cc1 | 0%
Cc1ccc(C2=NCCn3c2c2ccc(C(F)(F)F)cc2[n+]3[O-])cc1 | 5%
O=C(COC(=O)Cc1ccc(Cl)c(Cl)c1)NCc1ccco1 | 4%
CC(C)=CCc1c2c(c3occ(-c4ccc(O)c(O)c4)c(=O)c3c1O)C=CC(C)(C)O2 | -6%
COC(=O)CCC(C)C1CCC2C3CCC4CC(O)CCC4(C)C3=CC(=O)C12C (stereo unspecified) | -13%
CC(C)(C)OC(=O)C[C@H]1C/C=C\C[C@@H](CC(=O)NCCO)C(=O)N[C@H](Cc2ccccc2)COC1=O | -2% | NS5 inhibitors pilot replicate=-3.6
Cc1ccnc(NC(=O)c2ccc(OCC3CCCO3)cc2)c1 (stereo unspecified) | -5%
C=C1[C@H]2O[C@H]2[C@@H](OC(C)=O)[C@@]2(C)[C@@H](OC(C)=O)C[C@@H](OC(C)=O)[C@@](C)(O)[C@@H]2[C@@H](OC(C)=O)[C@@]2(O)[C@@H](C)C(=O)O[C@H]2[C@H]1Cl | -8% | NS5 inhibitors pilot replicate=-9.5
C[C@@H]1CN([C@H](C)CO)C(=O)c2c(c3ccccc3n2C)-c2ccccc2CO[C@H]1CN(C)C(=O)c1cc(Cl)cc(Cl)c1 | 2%
Cc1cccc(NS(=O)(=O)c2cccc(C(=O)NCC3(N4CCOCC4)CCCCC3)c2)c1 | 1%
Cc1ccc(C(=O)NNC(=O)c2ccc(NS(=O)(=O)c3cccs3)cc2)s1 | 2%
O=C(NNC(=O)c1cc(Br)ccc1O)c1csc(N2CCOCC2)n1 | -2%
Cc1ccc(NC(=O)c2ncn(CCCN(C)CCc3ccccn3)n2)cc1C | 7%
CCN(CC(=O)NCc1cccs1)C(=O)c1ccc(N(C)S(=O)(=O)c2ccc(C)cc2)cc1 | -7%
CC1(C)CC2CC(C)(CN2C(=O)COC(=O)c2cccnc2Cl)C1 (stereo unspecified) | -4%
O=C(COc1ccc(F)cc1Cl)Nc1ccc(S(=O)(=O)Nc2nccs2)cc1 | 3%
O=C1C2CCCCN2C(=O)N1CCN1CCN(c2cccc(Cl)c2)CC1 (stereo unspecified) | -15%
NC(=O)c1nc(-c2ccccc2)c(-c2ccccc2)[nH]c1=O | -3%
CCOc1ccc(S(=O)(=O)Nc2cccc(C(=O)NCCCN3CCOCC3)c2)cc1 | -2%
NC(=O)C(C1=CCCCC1)c1ccccc1 (stereo unspecified) | -2%
COc1ccccc1NC(=O)CSc1ccc(-c2ccc(-n3cccn3)cc2)nn1 | -1%
COc1ccc(CCC(=O)OCC(=O)Nc2sccc2C(N)=O)cc1 | -1%
COc1ccccc1CCNC(=O)C(=O)NCCC1CCCCN1S(=O)(=O)c1ccccc1 (stereo unspecified) | -5%
N#CN1CCC(NS(=O)(=O)c2ccc(C(F)(F)F)cc2)CC1 | 0%
C[C@@H]1CN([C@@H](C)CO)C(=O)CCCn2cc(nn2)CO[C@H]1CN(C)S(=O)(=O)c1ccc2ccccc2c1 | -8%
CC(=O)c1cccc(NC(=O)CCN2C(=O)C3CC=CCC3C2=O)c1 (stereo unspecified) | -10%
O=C(Nc1nc2ccc(F)cc2s1)c1ccc([N+](=O)[O-])o1 | 1%
CCOc1ccc(S(=O)(=O)NCCC(=O)N2CCN(C(C)=O)CC2)cc1 | -5%
Cc1ccc(S(=O)(=O)NCCC(=O)OCC(=O)N(Cc2ccccc2)C(C)(C)C)cc1 | 7%
CCN(CC(=O)NCc1cccs1)C(=O)c1cc(Br)ccc1O | -1%

Entries from the list above containing an aryl thioether with sulfur outside any ring, in the order listed:
SMILES | NS5 inhibitors | others
CSc1ncnc2c1ncn2CCCNCC1CCCO1 (stereo unspecified) | 1%
Cc1cccc(-n2ncc3c(=O)[nH]c(SCC(=O)N4CC(=O)Nc5ccccc54)nc32)c1 | 2%
CC(=O)Nc1cccc(NC(=O)CSc2nnc3ccc(-c4ccncc4)nn23)c1 | -2%
CCOc1ccccc1N1C(=O)CC(Sc2ccccc2N)C1=O (stereo unspecified) | -6%
Cc1csc(SCC(=O)N(C)CC(=O)Nc2ccccc2Cl)n1 | -1%
COc1ccccc1NC(=O)CSc1ccc(-c2ccc(-n3cccn3)cc2)nn1 | -1%

More entries:
SMILES | NS5 inhibitors | others
Cc1cc(OCC(=O)Nc2cccc(S(=O)(=O)N3CCCCC3)c2)ccc1Cl | 0%
CCOC(=O)c1ccc(-c2c(-c3ccccc3OC)sc3ccc(OC)cc23)cc1F | -1%
O=C(CCc1ccccc1)Nc1cc(S(=O)(=O)N2CCOCC2)ccc1N1CCCC1 | -2%
NC(=O)c1cc(Sc2ccccc2)nc2ccccc12 | 6%
COCCNc1nnc(SCC(=O)NNC(=O)c2ccco2)s1 | -2%
O=C(CN1C(=O)C2CC=CCC2C1=O)Nc1nc(-c2ccc(F)c(F)c2)cs1 (stereo unspecified) | -7%
CCc1sc(C(=O)Nc2cccc(-n3cnnn3)c2)cc1C | 0%
O=C(COC(=O)c1ccccc1F)NNC(=O)c1ccccc1 | 4%
CCCC(NC(=O)C(C)N1CCN(S(=O)(=O)c2ccccc2)CC1)c1ccccc1 (stereo unspecified) | -1%
Cc1ccc(NC(=O)CN(C)C(=O)c2cccc(S(=O)(=O)N3CCc4ccccc43)c2)cc1 | -12%
Cn1c(=O)c2c(nc(N3CCC(C(N)=O)CC3)n2CCSc2nc3ccccc3s2)n(C)c1=O | -2%
CC(C)(C)OC(=O)N1CCN(C(=O)c2[nH]cnc2C(=O)Nc2ccon2)CC1 | -2%
C[C@]12c3[nH]c4ccc(Cl)cc4c3CCN1C(=O)[C@@H](CC(=O)NCCCn1ccnc1)C[C@@H]2C(=O)N1CCOCC1 | 1% | NS5 inhibitors pilot replicate=-1.8
Cc1cc(C)n2c(SCC(=O)Nc3cc(S(=O)(=O)N(C)C)ccc3C)nnc2n1 | -2%
O=C(COC(=O)CNC(=O)c1ccccc1F)Nc1nnc(-c2ccccc2)o1 | -1%
CCCCN1C(=O)c2ccc(C(=O)OCC(=O)NCCc3ccc(S(N)(=O)=O)cc3)cc2C1=O | 5%
COc1ccc(C(=O)O)cc1S(=O)(=O)NC(C)C12CC3CC(CC(C3)C1)C2 (stereo unspecified) | -10%
CCOc1ccc(-c2nnc(SCC(=O)N3CCNC3=O)o2)cc1 | -11%
COc1ccccc1-n1nnnc1SCC(=O)NCC1CCCO1 (stereo unspecified) | 1%
CCCCc1nc2sc3c(=O)[nH]c(=S)[nH]c3c2c2c1CCC2 | -5%
COc1ccc(C(=O)NCC(c2cccs2)N2CCOCC2)cc1OC (stereo unspecified) | 3%
COC(=O)[C@H](CO)NS(=O)(=O)c1ccc(C)cc1 | 0% | NS5 inhibitors pilot replicate=2.1
Cc1onc(-c2ccccc2)c1C(=O)OCC(=O)c1ccc(F)cc1 | 1%
CC(=O)Nc1ccc2c(c1)Cc1c-2cc(Br)c(N)c1Br | 3%
CN(C(=O)c1cccc(NC(=O)Cc2cccc([N+](=O)[O-])c2)c1)C1CCCCC1 | -3%
CCOC(=O)C1=CN(Cc2ccco2)S(=O)(=O)NC1c1ccc(Br)cc1F (stereo unspecified) | -10% | NS5 inhibitors pilot replicate=-6.1
COc1ccccc1NC(=O)COC(=O)c1ccccc1SCC(=O)N1CCCC1 | -1%
CCOC(=O)c1ccc(N2Cc3ccccc3C2=NC(=O)c2cccc([N+](=O)[O-])c2)cc1 | -2%
Cc1csc(SCC(=O)Nc2cc(C(N)=O)cc(C(N)=O)c2)n1 | 6%
CC(NCC(=O)Nc1ccccc1C(=O)NC1CC1)c1cccc(C(F)(F)F)c1 (stereo unspecified) | 1%
CC(=O)N1CC(C(=O)Nc2ccc3c(c2)OCO3)Oc2ccccc21 (stereo unspecified) | -2%
